TTR transcr act = increases transthyretin transcription; SH-SY5Y TTR promoter Gaussia luciferase, luminescence; 100% = recombinant luciferase protein wells; activation, % at 16.7 µM; 92,000 tested, 1.3% active;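 active means activation above the mean of all tested compounds plus 3 SD, cut at about 9.5% in these data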;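 further: cells exposed to compounds for one day before reading; 0% = median of all test compound wells on the plate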
Starred values were filed as active, the others as inactive. These rows are one share of the data; the hit share may differ from the screen's.

SMILES | TTR transcr act
CC1CCCCN1C(=O)Cn1cnc2c1c(=O)n(C)c(=O)n2C (stereo not given) | -0.6
Fc1cccc(C2NN=C(c3ccccc3)S2)c1 (stereo not given) | -2.2
CCn1c(CNc2ccc(Cl)cc2)nnc1SCc1ccc(C)cc1 | -1.5
CCOC(=O)c1cccc(NC(=O)CCc2nnc3ccc(N4CCCCC4)nn23)c1 | 0.9
COC(=O)c1cn(NC(=O)/C=C/c2cc(OC)ccc2OC)c(=O)c2ccccc12 | 0.0
CCOC(=O)CSc1nnc(CNC(=O)c2cccs2)n1-c1cccc(C)c1 | 3.2
O=C(NCCNS(=O)(=O)c1ccc(Cl)cc1)c1cc(OCC(F)(F)F)ccc1OCC(F)(F)F | -1.1
Brc1cccc(OCCCN2CCCCCC2)c1 | -0.8
CC(C)Sc1nc(N)nc(-c2cccs2)c1C#N | 2.3
CC(=O)Nc1ccc(OCC(O)Cn2c(C(C)C)nc3ccccc32)cc1 (stereo not given) | -1.0
CCOc1cc(CNCc2ccncc2)cc(Cl)c1OC | -0.4
Cc1ccc(C(=O)OCn2nnc3ccccc3c2=O)cc1[N+](=O)[O-] | -0.5
Cc1[nH]c(=O)[nH]c(=O)c1NC(=O)c1sc2nc3c(C)cccc3cc2c1N | 0.3
N#CCSc1ncccc1-c1nc2ccccc2[nH]1 | 6.0
O=C(Nc1nnc(CCN2CCCCC2)s1)c1ccc(Br)cc1 | -1.0
O=C(CCc1ccccc1)Nc1cc2c(cc1C(=O)O)OCCCO2 | 1.6
CCOc1ccccc1CN1CCNC(=O)C1CC(=O)NC1CCCCCC1 (stereo not given) | -0.8
CCC1CCCCN1C(=O)c1cc(S(=O)(=O)N2CCOCC2)ccc1C (stereo not given) | 2.1
CCC(N=c1cc(-c2ccc(OC)cc2)oc2ccc(C)cc12)C(=O)O (stereo not given) | 0.8
CCN(/C(N)=N/c1nc(C)cc(C)n1)c1ccccc1 | 1.6
Cc1ccc(NC(=O)Nc2ccc(Cl)cn2)cc1 | -3.8
COc1ccc(NC(=O)CSc2nc3nc(C)cc(C)n3n2)cc1 | 2.2
Cc1cc(C)c2c(N)c3cccc(C)c3nc2n1 | 12*
Cc1nn(-c2ccc([N+](=O)[O-])cc2)c(N)c1-c1ccccc1 | 0.9
CCOC1=C2CN(S(=O)(=O)c3ccc(C)cc3)[C@H](c3ccccc3)C[C@@H]2N(S(C)(=O)=O)[C@H](c2ccccc2)C1 | -1.0
Cc1cccc2nc3c(nc12)CCCC3 | 3.4
Cc1cc(=O)[nH]c(SCC(=O)c2ccc(F)c(C)c2)n1 | 0.1
O=C(c1c(F)c(F)c(F)c(F)c1F)N1CCN(c2cccc(C(F)(F)F)c2)CC1 | -0.2
COc1cc(OC)nc(NC(=O)COC(=O)c2cccc(Cl)c2)n1 | 3.2
Cc1cc(C(=O)OCC(=O)Nc2ccccc2[N+](=O)[O-])c2ccccc2n1 | 2.3
O=C(NCCCN1CCCC1=O)C1CCCO1 (stereo not given) | -0.1
COc1cc2c(cc1NC(=O)CSc1cccc[n+]1[O-])oc1ccccc12 | 0.9
O=C(COc1ccc(F)cc1)Nc1nnc(S(=O)(=O)N2CCCC2)s1 | -3.1
CN(C)S(=O)(=O)N(CC(=O)Nc1ccc(S(=O)(=O)N2CCCC2)cc1)c1ccccc1 | -0.5
O=C(CCc1nc(-c2ccccc2F)no1)NC1CCN(Cc2ccccc2)CC1 | -4.7
OC(CCN1CCOCC1)c1ccccc1 (stereo not given) | -0.2
CC(C)CN(Cc1c(O)ccc2c(=O)c(-c3ccccc3)coc12)CC(C)C | 1.7
COCCNC(=O)Cn1cnc2sc(C)c(S(=O)(=O)N3CCN(c4ccccc4OC)CC3)c2c1=O | 1.4
O=C(NCc1ccccc1F)C1CCCN(C(=O)Nc2ccccc2)C1 (stereo not given) | 0.0
CC(=O)c1ccc(NC(=O)c2ccc(-n3cnnn3)cc2)cc1 | -0.4
Cc1c(C)c2cc(Cl)c(OCC(=O)NCCCn3ccnc3)cc2oc1=O | 1.6
O=S(=O)(NCc1c(Cl)cccc1Oc1ccccc1)c1ccc(F)cc1 | 1.4
CCCCn1c(N)c(N(CC(C)C)C(=O)CN2C(=O)NC3(CC(C)CC(C)(C)C3)C2=O)c(=O)[nH]c1=O (stereo not given) | 11*
CCC(C)(C)NC(=O)C(c1ccco1)N(C(=O)CNC(=O)c1cccs1)c1cccnc1 (stereo not given) | 0.9
COc1ccc2ccccc2c1/C=N\NC(=O)c1cccnc1 | -0.7
N#CCSc1nc2scc(-c3cccs3)c2c(=O)n1CCc1ccccc1 | 0.2
O=C(/C=C/c1ccccc1)Oc1cccc(C(=S)N2CCOCC2)c1 | -1.2
O=C(NCc1nnc(SCc2ccc(F)cc2)n1-c1ccc(F)cc1)C12CC3CC(CC(C3)C1)C2 | 1.8

Shown with each value named: two of the compounds above.
COc1ccc2ccccc2c1/C=N\NC(=O)c1cccnc1
  TTR transcr act: -0.7

N#CCSc1nc2scc(-c3cccs3)c2c(=O)n1CCc1ccccc1
  TTR transcr act: 0.2

(more compounds)
SMILES | TTR transcr act
O=C(O)CCCNC(=O)C(c1ccccc1)c1ccccc1 | -2.7
CC(=O)Nc1c2c(nn1-c1cccc(Cl)c1)CS(=O)C2 (stereo not given) | 4.9
COc1ccccc1N1CCN(C(=O)CCNS(=O)(=O)c2ccc(Br)s2)CC1 | -0.8
Nc1c(-c2ccccc2)cnc2c(-c3ccccc3)cnn12 | -0.4
Nc1nonc1C(=O)N/N=C/c1cccc([N+](=O)[O-])c1 | -1.0
O=C(Nc1ccc(F)cc1)N[C@@H]1CC[C@@H](CCn2cc(-c3ccc(F)cc3)nn2)O[C@@H]1CO | 2.1
Cc1ccccc1C(=O)N(C)[C@H]1C[C@H]2c3[nH]c4ccccc4c3CCN2C[C@H]1[C@H](C)O | -1.2
COc1ccc(C(C)(C)C)cc1S(=O)(=O)NCC1CCCO1 (stereo not given) | 0.8
COc1cc(CNc2ncn[nH]2)ccc1OCc1ccccc1C | 0.6
CCN(CC)C(=O)C(C)N(C#N)c1nc(C)cc(C)n1 (stereo not given) | 3.0
COc1cc(/C=C/C(=O)OCC(=O)N2CCCc3ccccc32)ccc1OC(F)F | 3.0
CCOc1ccc(/C=C(/NC(=O)c2ccccc2)C(=O)NCCC(=O)O)cc1 | -0.7

7 entries out of the list above, sorted by the number in TTR transcr act, falling.
SMILES | TTR transcr act
CC(=O)Nc1c2c(nn1-c1cccc(Cl)c1)CS(=O)C2 (stereo not given) | 4.9
COc1cc(/C=C/C(=O)OCC(=O)N2CCCc3ccccc32)ccc1OC(F)F | 3.0
O=C(Nc1ccc(F)cc1)N[C@@H]1CC[C@@H](CCn2cc(-c3ccc(F)cc3)nn2)O[C@@H]1CO | 2.1
COc1ccc(C(C)(C)C)cc1S(=O)(=O)NCC1CCCO1 (stereo not given) | 0.8
COc1cc(CNc2ncn[nH]2)ccc1OCc1ccccc1C | 0.6
COc1ccccc1N1CCN(C(=O)CCNS(=O)(=O)c2ccc(Br)s2)CC1 | -0.8
Nc1nonc1C(=O)N/N=C/c1cccc([N+](=O)[O-])c1 | -1.0

The list goes on.
SMILES | TTR transcr act
C=C1CCN([C@@H](Cc2ccccc2)C(=O)N2CCOCC2)S(=O)(=O)c2ccccc21 | -1.9
COc1ccc(CNC(=O)C2CCCN(S(=O)(=O)c3c(C)nn(C)c3C)C2)cc1 (stereo not given) | 0.8
CCOC(=O)c1[nH]c2ccccc2c1NC(=S)Nc1cccc(C)c1C | 0.2
COc1ccc(-n2c(-c3ccc(Br)cc3)c[n+]3c2SC(C)C3)cc1 (stereo not given) | -0.8
O=C(Nc1ccc(F)c(Cl)c1)C1CCN(c2ncnc3c2nc2n3CCCCC2)CC1 | 0.0
O=c1[nH][nH]c2c1[C@H](c1ccc(Cl)cc1)O[C@H](C1CCCCC1)C2 | -0.9
COC(=O)c1sccc1NC(=O)C1CCCCC1C(=O)O (stereo not given) | 1.1
CCOC(=O)C1=C(CN2CCN(C(=O)c3ccco3)CC2)NC(=O)NC1c1ccc(OC(C)C)cc1 (stereo not given) | 0.4
Cc1cc(=O)oc2cc(OCC(=O)OCC(=O)Nc3ccc(C(C)C)cc3)ccc12 | 1.2
CCOC(=O)C1=CN(Cc2ccco2)S(=O)(=O)NC1c1ccc(Br)cc1F (stereo not given) | -1.2
CN(C(=O)c1ccc(NC(=O)Cc2ccc(NC(=O)C3CCN(C(=O)c4ccccc4)CC3)cc2)cc1)C1CCCC1 | 5.7
O=C(CN1C(=O)c2ccccc2C1=O)N1CCN=C1c1ccccc1 | 0.3
CCOC(=O)CSc1nc2ccccc2c(=O)n1CC1CCCO1 (stereo not given) | 0.1
Cc1ccc(-c2cc(C(=O)N/N=C/c3c[nH]c4ccccc34)n[nH]2)o1 | 1.1
O=C1Nc2ccccc2N(O)N1c1ccc(S(=O)(=O)N2CCOCC2)cc1 | 1.4
O=C1CCc2cc(S(=O)(=O)Nc3ccc4c(c3)OCCO4)ccc2N1 | -0.7
CC(=O)Nc1ccc(S(=O)(=O)NC(C(=O)O)C(C)O)cc1 (stereo not given) | 1.2
CN1CC(=O)N(CC(=O)Nc2ccc(N(C)C)cc2)c2ccccc2C1=O | 0.9
CCOC(=O)C1CCCN(C(=O)c2cc3c(-c4cccc(OC)c4)nn(C)c3s2)C1 (stereo not given) | -3.0
O=C(CCCCn1c(=O)c2ccccc2n(CC(=O)NC2CCCC2)c1=O)NCc1ccco1 | 5.7
CC(C)[C@@H](C)/C=C/[C@@H](C)[C@H]1CC[C@@H]2[C@]1(C)CCC1[C@]23C=C[C@]2(C[C@@H](O)CC[C@]12C)N(c1ncc(C(F)(F)F)cc1Cl)O3 (stereo not given in full) | -0.6
Brc1cccc(-c2nc(-c3ccncc3)no2)c1 | -0.1
COc1cc(OC)c(C(=O)Nc2cccnc2)cc1OC | 0.1
CS(=O)(=O)c1ccc2nc(NC(=O)C3CC(=O)N(c4ccc(F)cc4)C3)sc2c1 (stereo not given) | 0.3
OCc1ccnc2oc3ccccc3c12 | 6.7
O=C(CN1C(=O)c2cccnc2Oc2ccc(Cl)cc21)N1CCCC1 | 2.8
CCOc1ccc(CCNc2nc3ccccc3n3cnnc23)cc1OCC | 0.4
COc1cc(S(=O)(=O)Nc2ccccc2)ccc1NC=O | 5.1
CCN(CC)S(=O)(=O)c1ccc(C(=O)NCC2CCCCC2)cc1 | 0.5
COCCNC(=O)C(c1c[nH]c2ccccc12)N(C(=O)c1snc(C(N)=O)c1N)c1cccc(OC)c1 (stereo not given) | 1.5
C=CCN1CC(COCCCC)Oc2ccc(Cl)cc2S1(=O)=O (stereo not given) | 4.9
Cc1ccc(-c2csc3n[nH]c(=S)n23)cc1 | -1.9
CC(CN1CCOCC1)OC(=O)Cc1ccc(Cl)cc1 (stereo not given) | 0.0
CCN(CC(=O)NCc1ccc(F)cc1)CC(=O)Nc1cc(S(=O)(=O)N(C)C)ccc1C | 0.4
C=C1c2ccccc2NC(=O)N1c1ccc(C)cc1 | 1.7
O=C(O)CCC(=O)Nc1cccc(-c2csc(-c3ccccc3)n2)c1 | -1.9
Cc1ccc2c(C(=O)CN3CCC4(CC3)OCCO4)c(C)[nH]c2c1 | -0.6
Cc1cc[n+](-c2[nH]c(=O)sc2/C=N/N=C(\[O-])c2ccccc2)cc1 | 2.1
Cc1ccc2nc(C)c3c(c2c1)N(c1ccc(F)cc1)CC3 | -1.2
CN(C(=O)c1cccc(NC(=O)Cc2ccc(NC(=O)C3CCN(S(=O)(=O)c4cccc([N+](=O)[O-])c4)CC3)cc2)c1)C1CCCCC1 | -0.1
CC(C)(C)c1ccc(OCC(=O)NN2Cc3ccccc3C2=N)cc1 | 2.8
CCn1c(NC(=O)c2ccc(F)cc2)c2ccccc2nc1=O | -4.2
Cc1ccc2c(c1)C1(OCCCO1)C(=O)N2CC#N | -1.4
O=C(COc1ccc(C(=O)c2ccccc2)cc1)NC1CCCCC1 | 0.6
COc1cccc(NC(=O)C(C)Oc2ccccc2)c1 (stereo not given) | 0.1
COc1ccc(C(=O)NCCn2cc(SCC(N)=O)c3ccccc32)cc1 | 0.2
COc1ccc(NC(=O)c2ccc(NC(=O)CCS(=O)(=O)c3cccs3)cc2)cc1 | -1.4
O=c1[nH]c2ccccc2n1CCCSCCCn1c(=O)[nH]c2ccccc21 | -3.1

Two compounds picked at random from the list so far, as already listed:
SMILES | TTR transcr act
Cc1cc(=O)oc2cc(OCC(=O)OCC(=O)Nc3ccc(C(C)C)cc3)ccc12 | 1.2
O=C(O)CCCNC(=O)C(c1ccccc1)c1ccccc1 | -2.7

(cont.)
SMILES | TTR transcr act
C(=N\Nc1nc(N2CCOCC2)nc(N2CCOCC2)n1)/c1cccnc1 | -0.4
COc1ccc(Cl)cc1C(=O)Nc1nc2ccccc2[nH]1 | -1.5
Cc1cccc(NC(=O)c2cnccn2)c1 | 1.5
CCCCNC(=O)c1cc2cc(CC)ccc2[nH]1 | -3.5
O=C(Cn1[nH]c(=O)c2ccccc2c1=O)NNC(=O)c1ccccc1 | -0.1
COc1ccc(C(=O)CSc2nnc(-c3cc(C)on3)o2)cc1 | -0.9
Cc1cc(C)n(CCO)c(=O)n1 | -1.2
CC(=O)c1ccc(NC(=O)Nc2sc(NS(=O)(=O)c3ccccc3)nc2C)cc1 | 30*
CCCNC(=O)c1ccc(SC)cc1OC | 2.5
CC[C@@H](C)[C@H](NC(=O)OC(C)(C)C)c1nnc(S(=O)(=O)Cc2cc(C)ccc2C)o1 | -13
COc1ccc2[nH]c(=O)c(-c3nnn(-c4ccccc4)n3)cc2c1 | 1.9
Cc1c(/C=N/NC(=O)c2sc3ccccc3c2Cl)cnn1C | 2.0
Cc1nn(C)c(C(=O)Sc2ccccc2)c1[N+](=O)[O-] | 4.5
CCCCCC(=O)Nc1cc(S(=O)(=O)N2CCOCC2)ccc1N1CCCC1 | -0.1
COC(=O)[C@H](Cc1ccccc1)NC(=O)N(C)Cc1ccccc1 | 0.0
CC(C)CC(=O)Nc1ccc(Cc2ccncc2)cc1 | -0.3
CCOC(=O)C(Cc1c[nH]c2ccccc12)NC(=O)CNC(C)=O (stereo not given) | 0.7
COC(=O)CC(NC(=O)c1ccc(C)cc1)c1ccc2c(c1)OCO2 (stereo not given) | 3.0

Screening results from PubChem.
